Assay outcomes from PubChem BioAssay.
TIM10 inh: growth inhibitors of isogenic TIM10 control yeast, primary screen, counter-screen for tim10-1 yeast inhibitor project, luminescence, uHTS; S. cerevisiae TIM10 strain growth, BacTiter-Glo luminescence, 24 h; inhibition, % at 10 µM; 330,000 compounds, 1.4% hits;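 active means inhibition of 40% or more at the single tested concentration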;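 further: wild-type TIM10 isogenic control strain grown at permissive 25 °C; 0% = DMSO yeast wells and 100% = minimal medium wells without yeast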
Mdm2-MdmX inh: inhibitors of human Mdm2-MdmX association, primary screen, cell-based, luminescence, split luciferase, SaOS-2, uHTS; Protein Mdm4 (Homo sapiens) + E3 ubiquitin-protein ligase Mdm2 (Homo sapiens), …; SaOS-2 split-luciferase Mdm2/MdmX complementation; inhibition, % at 8 µM; 330,000 compounds, 3% hits; AID 485346, 2010;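 active means inhibition of at least 50% at 8 µM in the primary screen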
Target sequence (O15151 whole entry, looked up): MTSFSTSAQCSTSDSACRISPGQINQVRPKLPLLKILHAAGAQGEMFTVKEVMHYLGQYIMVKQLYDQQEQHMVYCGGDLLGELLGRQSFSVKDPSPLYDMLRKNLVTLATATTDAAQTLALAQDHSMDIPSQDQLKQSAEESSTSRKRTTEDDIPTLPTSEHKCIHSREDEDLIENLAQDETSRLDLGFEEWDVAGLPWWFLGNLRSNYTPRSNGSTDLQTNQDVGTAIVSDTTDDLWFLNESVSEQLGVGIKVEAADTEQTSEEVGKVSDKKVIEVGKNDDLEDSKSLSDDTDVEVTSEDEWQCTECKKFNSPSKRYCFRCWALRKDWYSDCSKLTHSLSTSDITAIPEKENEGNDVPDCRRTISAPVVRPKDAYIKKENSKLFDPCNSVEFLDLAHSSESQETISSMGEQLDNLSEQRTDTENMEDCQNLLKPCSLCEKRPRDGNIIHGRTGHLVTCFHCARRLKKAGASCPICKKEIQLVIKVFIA
Target sequence (Q00987 whole entry, looked up): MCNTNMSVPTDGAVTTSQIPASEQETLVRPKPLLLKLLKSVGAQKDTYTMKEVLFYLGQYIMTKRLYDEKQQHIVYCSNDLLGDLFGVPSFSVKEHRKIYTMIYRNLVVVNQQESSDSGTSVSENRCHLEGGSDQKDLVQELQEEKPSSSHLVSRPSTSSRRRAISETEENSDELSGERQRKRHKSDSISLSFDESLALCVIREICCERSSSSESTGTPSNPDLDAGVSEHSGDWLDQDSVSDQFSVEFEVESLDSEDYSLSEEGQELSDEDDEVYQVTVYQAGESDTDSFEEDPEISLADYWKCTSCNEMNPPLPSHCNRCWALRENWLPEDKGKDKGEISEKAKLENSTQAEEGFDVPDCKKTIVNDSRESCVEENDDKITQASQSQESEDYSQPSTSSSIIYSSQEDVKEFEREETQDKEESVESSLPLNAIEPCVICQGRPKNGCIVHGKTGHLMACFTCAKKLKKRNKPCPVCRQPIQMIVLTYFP
tim10-1 inh: growth inhibitors of tim10-1 mutant yeast, primary screen, luminescence, uHTS. AID 463190, 2010. inhibition, % at 20 µM. S. cerevisiae tim10-1 ts strain growth, BacTiter-Glo, 24 h. 330,000 compounds, 2.2% hits;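 active means inhibition of at least 40%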;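 further: mutant grown at 25 °C; 0% = DMSO wells with yeast and 100% = wells holding no yeast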
tim23-1 inh: growth inhibitors of tim23-1 mutant yeast, primary screen, luminescence, uHTS; S. cerevisiae tim23-1 growth, BacTiter-Glo luminescence, 24 h; inhibition, % at 20 µM; 330,000 compounds, 1.3% hits; AID 463212, 2010;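 active means growth inhibition of the mutant yeast at or above 50%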;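 further: temperature-sensitive mutant grown at 25 °C; plate controls were DMSO-treated mutant yeast for no effect and medium wells lacking yeast for full effect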
NLRP3 yeast inh: NALP3 inflammasome inhibitors in reconstituted yeast, primary screen, luminescence, uHTS; Yeast reconstituted NLRP3/ASC/caspase-1, beta-gal luminescence, 24 h; inhibition, % at 10 µM; 330,000 compounds, 0.39% hits;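 active means inhibition of 50% or more; inactive means inhibition below 50%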;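 further: plate controls were induced DMSO wells for no effect and uninduced yeast grown without galactose for full effect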
XBP1 UPR activ: activators of adaptive XBP1 UPR arm, primary screen, cell-based, CHO-XBP1 luciferase reporter, luminescence, uHTS. AID 463104, 2010. activation, % at 20 µM. IRE1-XBP1 UPR activation; percent of tunicamycin response, DMSO as zero. 330,000 compounds, 0.33% hits;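 active means versus positive control, 20 µM dose yields 30% or more activation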;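 further: 100% = tunicamycin at 10 µg/mL and 0% = DMSO only wells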
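assay system = CHO-XBP1 luciferase reporter cells | amount = 1000 cells/well | buffer or medium = F12 plus 10% FBS | compound dosing = single point, 20 µM final compound, 1% DMSO | incubation = 16-18 h cell attachment at 37 °C, then 6 h compound exposure | detection = Steady-Glo luminescence read | controls = tunicamycin 10 µg/mL and vehicle-only wells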
NR3A LBD binder: binders of NR3A ligand-binding domain, primary screen, biophysical, differential scanning fluorimetry, uHTS | 340,000 compounds, 2.5% hits | NR3A LBD differential scanning fluorimetry, Tm shift; 0% = protein alone, 100% = glycine-bound protein | Tm shift relative to glycine control, % at 25 µM | Glutamate receptor ionotropic, NMDA 3A (GRIN3A) ligand-binding domain;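 active means melting temperature shift of at least 10% of the positive control shift, at one fixed dose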
UPR CHOP act: activators of apoptotic CHOP UPR arm, primary screen, cell-based, CHO-CHOP luciferase reporter, luminescence, uHTS | 330,000 compounds, 0.34% hits | activation, % at 10 µM | AID 449763, 2010 | UPR activation; percent of tunicamycin response over DMSO baseline;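 active means at 10 µM dose, activation of 40% or more, normalized to positive control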;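 further: 100% = tunicamycin at 10 µg/mL and 0% = DMSO alone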
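Test system: CHO-CHOP cells, stable luciferase reporter of PERK-eIF2a-CHOP signalling | Quantity: 500 CHO-CHOP cells per well | Buffer or medium: F12 plus 10% serum | Compound dosing: 10 µM single point, 0.5% DMSO | Schedule: 6 h compound treatment, 37 °C | Signal: Luciferase luminescence | Control set: Tunicamycin high control, DMSO low control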
APJ ag: agonists of human apelin receptor APJ, primary screen, CHO-K1 cells, PathHunter beta-arrestin, luminescence; P35414; 0% DMSO wells, 100% apelin; activation, % at 20 µM; 330,000 compounds, 0.11% hits; AID 2520, 2010;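 active means activation more than six SD over the plate average, tested at 20 µM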;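 further: 0% = DMSO alone and 100% = apelin-13 at 10 nM; some results filed as inactive read as strong as hits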
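system = engineered CHO-K1 APJ arrestin reporter cells | input = 1000 cells per well | timing = overnight seeding, 90 min compound at 25 °C, 1 h detection | measured by = enzyme-fragment complementation luminescence | read-out = beta-arrestin recruitment to APJ as agonist activity, luminescent signal | control set = negative DMSO alone, positive Apelin-13 at 10 nM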
* = called active by the depositor; · = no result given.

nr	Molecule	TIM10 inh	Mdm2-MdmX inh	tim10-1 inh	tim23-1 inh	NLRP3 yeast inh	XBP1 UPR activ	NR3A LBD binder	UPR CHOP act	APJ ag
1	CC(c1ccccc1)C1CC(=O)N(C2CCCCC2)C1=O (centres undefined)	4	10	18	19	34	-2	2	1.0	-2
2	O=C(O)CCNS(=O)(=O)c1cccc2nsnc12	3	-16	-6	6	12	-1	0	-2.0	5
3	O=C(COc1ccccc1[N+](=O)[O-])N1CCN(S(=O)(=O)c2ccccc2)CC1	-32	31	24	1	3	-1	-1	1.2	-2
4	CC(NCC(=O)Nc1cc(S(=O)(=O)N2CCOCC2)ccc1Cl)c1ccc(Cl)cc1Cl (centres undefined)	33	17	27	33	14	-3	0	0.9	1
5	COc1ccc(NC(=O)Nc2ccc3nonc3c2)cc1	-7	0	-2	-9	6	3	19*	6.8	-1
6	CC(=O)c1cccc(NC(=O)C2C(c3ccccc3)C2(Cl)Cl)c1 (centres undefined)	41*	30	45*	23	12	0	-5	-1.4	-2
7	CCOc1ccc(NC(=O)CCC(=O)NNC(=O)COc2ccc(C)cc2Br)cc1	4	2	8	12	12	-1	2	4.1	2
8	COc1ccc(S(=O)(=O)N2CCC(C(=O)NC3CC3)CC2)cc1C	3	4	30	19	-1	-5	1	-0.8	-1
9	CCOc1ccc(N2CC(C(=O)Nc3cccc(S(=O)(=O)NC4=NCCC4)c3)CC2=O)cc1 (centres undefined)	-1	-3	12	4	-2	-3	-2	0.1	-4
10	Nc1nnc(CSCc2ccc(Cl)cc2)s1	-1	2	-4	9	2	-1	-1	-0.9	-1
11	N#C/C(=C\c1ccc(-c2cccc([N+](=O)[O-])c2)o1)c1nnc(N2CCOCC2)n1-c1ccccc1	9	37	8	19	11	1	·	0.6	10
12	CCCCn1cnc2sc(-c3ccccc3)cc2c1=O	1	-208	29	21	15	0	-10	6.0	1
13	COc1ccc(-c2noc(CN(C)C(=O)CCN3C(=O)[C@H]4CC=CC[C@H]4C3=O)n2)cc1	11	10	7	14	6	-3	-1	1.1	-1
14	COc1ccccc1NC(=O)CCCCC(=O)Nc1ccccc1OC	-1	-1	-1	1	22	0	0	0.3	0
15	CCC(=O)NC(=S)Nc1ccc(N2CCOCC2)cc1	-1	7	-3	3	1	2	2	1.1	0
16	CCCN(CC(=O)Nc1ccccc1C)C(=O)COc1ccc2c(c1)CCC2	2	2	5	-3	10	0	4	1.6	-4
17	CN1CCN(C(=O)c2ccccc2N(Cc2ccccc2)S(=O)(=O)c2ccccc2)CC1	7	-4	21	8	8	1	-1	-2.3	-7
18	NC(=O)CC(NC(=O)Cc1ccc(Br)cc1)c1ccc(NCCc2ccc(F)cc2)c([N+](=O)[O-])c1 (centres undefined)	10	32	10	10	8	0	-7	0.6	-5
19	CC(C)Oc1ccc(CSc2nnc3n(C)c(=O)c4c5c(sc4n23)CCCC5)cc1	14	18	35	-6	2	3	0	1.1	-7
20	CN(C(=O)c1ccccn1)c1nnc(-c2cccnc2)s1	-4	18	11	16	13	-1	1	4.2	4
21	O=C(NCCC(=O)N1CCC2(CC1)NCCc1[nH]cnc12)c1ccc(Br)cc1	4	6	-16	-9	15	-3	3	0.2	-1
22	COc1ccc(CNC(=O)C[C@H]2C[C@H](C(=O)N3CCOCC3)[C@@]3(C)c4[nH]c5cc(-c6ccco6)ccc5c4CCN3C2=O)cc1OC	-1	26	13	28	·	1	-1	1.5	·
23	COc1ccccc1OCC(=O)Nc1cc(C(F)(F)F)ccc1-n1cncn1	-2	-6	7	24	34	2	0	2.1	-3
24	O=C(NC1CCN(C(=S)NCc2ccco2)CC1)C1CCCCC1	-5	-2	1	-1	9	-5	0	-1.0	-1

Of the compounds above, these have fluorine:
nr	Molecule	TIM10 inh	Mdm2-MdmX inh	tim10-1 inh	tim23-1 inh	NLRP3 yeast inh	XBP1 UPR activ	NR3A LBD binder	UPR CHOP act	APJ ag
18	NC(=O)CC(NC(=O)Cc1ccc(Br)cc1)c1ccc(NCCc2ccc(F)cc2)c([N+](=O)[O-])c1 (centres undefined)	10	32	10	10	8	0	-7	0.6	-5
23	COc1ccccc1OCC(=O)Nc1cc(C(F)(F)F)ccc1-n1cncn1	-2	-6	7	24	34	2	0	2.1	-3

Next section:
nr	Molecule	TIM10 inh	Mdm2-MdmX inh	tim10-1 inh	tim23-1 inh	NLRP3 yeast inh	XBP1 UPR activ	NR3A LBD binder	UPR CHOP act	APJ ag
25	COc1ccccc1CNC(=O)COC(=O)C12CC3CC(CC(O)(C3)C1)C2	0	8	-10	-14	7	1	1	2.3	-2
26	Cc1ccccc1C(=O)NC(=S)Nc1ccc(Cc2ccncc2)cc1	9	25	7	6	-18	-1	0	2.4	-1
27	COCCCNC(=O)c1ccc(OC)c(OC2CCN(C(C)C)CC2)c1	-5	12	3	-10	12	-1	-2	1.0	-3
28	O=C(CN1CCOCC1)Nc1ccc(F)cc1	-9	-24	17	4	-2	-2	0	2.5	2
29	CCCC12CN3CC(C)(CN(C1)C3c1ccc(OC)cc1)C2=O (centres undefined)	9	19	16	25	19	6	0	-0.9	-3
30	C=C1C(C(=O)Nc2ccc(OC)cc2)C1C(=O)Nc1ccc(OC)cc1 (centres undefined)	-21	72*	-1	-15	-5	-1	-1	1.2	-2
31	CC(=O)N/C(=C/c1ccc(OS(=O)(=O)c2ccc(C)cc2)cc1)C(=O)NCCO	0	11	-16	-10	14	-3	-3	-0.1	0
32	CCCN1CC=C2C(C#N)=C(N)C(C#N)(C#N)C(c3cc(OC)ccc3OC)C2C1 (centres undefined)	0	37	22	1	5	-2	3	-0.1	-5
33	COc1ccc(-c2ccc(=O)[nH]n2)cc1	10	16	19	35	15	3	0	-0.2	1
34	COc1ccc(C2NC(=O)CCC2[N+](=O)[O-])c(OC)c1 (centres undefined)	9	-6	0	7	6	-5	0	-0.7	-1
35	Cn1ccc(C(=O)Nc2ccc3c(c2)OCCO3)n1	10	-4	-8	7	6	-7	5	0.2	2
36	COc1cc(S(=O)(=O)NCCCn2ccnc2)ccc1Cl	0	17	-8	0	6	-5	-2	-0.4	-2
37	COc1ccc(NC(=O)COC(=O)c2cc(C)oc2C)c([N+](=O)[O-])c1	1	32	1	-7	10	-2	6	0.4	0
38	COc1ccc(/C=N/N=C2\SC(CC(=O)O)C(=O)N2c2ccccc2)c(OC)c1 (centres undefined)	0	-16	15	8	13	-1	-4	4.8	3
39	Cc1nc(-c2ccc([N+](=O)[O-])cc2)nc2[nH]ccc(=O)c12	-27	-46	-25	-26	1	-1	-1	2.4	3
40	O=C(Nc1cccc(O)c1)c1cccc(C(=O)Nc2cccc(O)c2)c1	-1	24	-13	-8	-2	-5	34*	0.5	-3
41	CCCC12CN3CC(CCC)(CN(C1)C3c1ccco1)C2=O (centres undefined)	3	-11	16	10	5	1	-1	0.5	-2
42	N#Cc1c(NC(=O)CSc2nnc(-c3ccccc3)o2)sc2c1CCCC2	-26	-11	7	-22	8	13	-15	1.3	-4
43	Cc1ccc(-c2n[nH]c(=S)n2/N=C/c2ccncc2)cc1	-1	17	2	-12	28	-1	1	-3.7	-3
44	COc1ccc(NC(=O)CN2C(=O)C(C)SC(C)C2=O)c(OC)c1 (centres undefined)	-2	-10	17	4	-7	0	-4	-0.3	-3
45	CCc1ccc(/C=C2/Sc3ccccc3N(CC(=O)NCCCN3CCOCC3)C2=O)cc1	6	7	3	4	4	0	2	2.6	0
46	Cc1ccc(-c2nnn(CCC(=O)N3CCCCC3C)n2)cc1 (centres undefined)	18	-11	12	19	18	1	-1	2.5	6
47	CCCC(CCC(=O)Nc1ccc(S(N)(=O)=O)cc1)C(=O)O (centres undefined)	3	13	4	5	18	1	-4	1.4	-6
48	O=C(c1cccc(-c2nnc(-c3ccccc3)o2)c1)N1CCCCCC1	1	-37	35	21	17	0	1	3.8	0
49	CC(C)CCNC(=O)NC(=O)COc1ncnc2sccc12	20	-9	19	8	13	-1	-9	-1.6	-4
50	CCCc1cc(C(=O)Nc2nccs2)cs1	39	-158	27	47	24	-1	0	-0.1	4
51	CC(c1ccccn1)N(CCN(C)C)C(=S)Nc1ccccc1F (centres undefined)	0	22	8	-2	8	-2	0	0.1	-3
52	CCOc1ccc(CN2C(=O)CCC2(C)C(=O)NCc2cccnc2)cc1 (centres undefined)	-15	8	1	-13	5	1	0	-1.5	-1
53	C=CCn1c(SCC(N)=O)nnc1-c1cc(Br)ccc1O	-18	22	23	1	18	1	0	-2.3	0
54	COc1ccc(-n2c(SCC(=O)NCC3CCCO3)nc3n[nH]c(C)c3c2=N)cc1 (centres undefined)	-6	20	10	10	15	1	0	0.3	3
55	CCOC(=O)C(C)(C)N(Cc1ccc(Cl)cc1)S(=O)(=O)c1ccc(Cl)c([N+](=O)[O-])c1	0	95*	12	34	5	1	·	7.8	0
56	FC(F)Oc1ccc(NC(=S)NC2CCSc3ccccc32)cc1 (centres undefined)	24	35	20	22	22	-5	17*	0.4	-2
57	Cn1c2ccccc2c2cc(/C=N/NC(=O)c3ccc(N)cc3)ccc21	5	19	-19	3	0	1	17*	1.4	1
58	CCOC(=O)C1=CN(Cc2cccc(F)c2)S(=O)(=O)NC1c1ccc2ccccc2c1 (centres undefined)	6	-19	14	42	·	0	8	0.4	·
59	CN(CC(=O)NC1CC1)S(=O)(=O)c1ccc(Br)cc1	0	3	16	9	11	-3	-2	1.0	7
60	Cc1cc(NC(=O)CSc2nnc(-c3ccccc3C)n2C)no1	-8	16	0	-12	12	-1	0	-1.6	-4
61	CN1CCN(C(c2cccc(C(F)(F)F)c2)c2nnnn2C(C)(C)C)CC1 (centres undefined)	5	-6	14	6	-3	-1	2	-1.5	-6
62	CC(Oc1ccc2ccc(=O)oc2c1)C(=O)NC(Cc1c[nH]c2ccc(O)cc12)C(=O)O (centres undefined)	2	15	15	1	17	-2	-3	-1.5	1
63	Cc1cccc(NC(=S)NCCN2CCOCC2)c1C	10	0	4	7	-4	0	0	-1.0	-6
64	CCOC(=O)C1=NNC2(CC(=O)N(c3cc(C)cc(C)c3)C2=O)C1 (centres undefined)	28	18	7	10	-5	0	0	2.3	-1
65	Cc1ccc(S(=O)(=O)Nc2ccccc2)cc1C(=O)N1CCCC1	-5	6	-24	-19	1	-5	-5	-0.7	2
66	N=c1c2c3c(sc2nc2n1CCCCC2)CCCCC3	4	-2	10	14	12	0	-6	2.6	1
